Bioassay records from PubChem.
Menin MLL FP TR: displaces Texas Red mutant MLL peptide from human menin; O00255; Menin + Texas Red MLL mutant peptide, fluorescence polarization; Potency, µM (highest dose often 61.6 µM), for inactives: top-dose FP activity change, negative = inhibition, hits mostly inhibitors; hit rate 0.23% among 270,000; AID 1768; active = well fitted inhibition curve with a large enough effect in the polarisation, with a control signal flat, not every such curve was filed as active; inconclusive = small, poorly fitted or top-dose-only effect, or effect the other way, or a change in a side signal; inactive = no such curve, though single readings can be large or run the other way; the % refers to the polarisation; also: potency is read from the fitted curve at half-maximal effect; % of control where 0% means no effect; many of its hits are not listed in these tables
Target sequence (O00255 whole entry, looked up): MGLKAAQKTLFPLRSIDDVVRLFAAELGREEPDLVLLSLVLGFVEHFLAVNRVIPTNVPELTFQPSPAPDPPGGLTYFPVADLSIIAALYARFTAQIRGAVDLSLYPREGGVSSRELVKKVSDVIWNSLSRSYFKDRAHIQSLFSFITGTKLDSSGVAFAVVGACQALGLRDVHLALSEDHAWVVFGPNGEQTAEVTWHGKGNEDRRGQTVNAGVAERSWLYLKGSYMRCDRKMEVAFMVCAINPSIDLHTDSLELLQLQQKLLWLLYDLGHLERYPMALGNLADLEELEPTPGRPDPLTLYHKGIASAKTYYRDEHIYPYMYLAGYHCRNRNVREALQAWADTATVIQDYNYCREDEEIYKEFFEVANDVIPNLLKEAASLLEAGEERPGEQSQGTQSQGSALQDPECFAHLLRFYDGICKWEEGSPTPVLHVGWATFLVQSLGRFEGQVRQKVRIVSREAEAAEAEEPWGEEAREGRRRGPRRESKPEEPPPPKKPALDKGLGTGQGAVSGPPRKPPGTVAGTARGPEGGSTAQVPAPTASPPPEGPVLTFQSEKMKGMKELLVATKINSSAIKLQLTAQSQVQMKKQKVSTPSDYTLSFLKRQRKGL
MBNL1-CUG inh: MBNL1-poly(CUG) RNA binding inhibition. TR-FRET MBNL1-His/biotin-(CUG)12 binding, 665/545 ratio. Potency, µM (top dose mostly 57.5 µM), inactives show top-dose activity change, negative = inhibition, usual class: inhibitors. hit rate 0.036% among 280,000. AID 2675; active = well fitted inhibition curve with a large enough effect in the signal ratio, with a control signal flat, not every such curve was filed as active; inconclusive = small, poorly fitted or top-dose-only effect, or effect the other way, or a change in a side signal; inactive = no such curve, though single readings can be large or run the other way; the % refers to the signal ratio; also: potency is read from the fitted curve at half-maximal effect; % is scaled to controls: 0 for no effect and ±100 for the full control effect
Target sequence (Q9NR56 whole entry, looked up): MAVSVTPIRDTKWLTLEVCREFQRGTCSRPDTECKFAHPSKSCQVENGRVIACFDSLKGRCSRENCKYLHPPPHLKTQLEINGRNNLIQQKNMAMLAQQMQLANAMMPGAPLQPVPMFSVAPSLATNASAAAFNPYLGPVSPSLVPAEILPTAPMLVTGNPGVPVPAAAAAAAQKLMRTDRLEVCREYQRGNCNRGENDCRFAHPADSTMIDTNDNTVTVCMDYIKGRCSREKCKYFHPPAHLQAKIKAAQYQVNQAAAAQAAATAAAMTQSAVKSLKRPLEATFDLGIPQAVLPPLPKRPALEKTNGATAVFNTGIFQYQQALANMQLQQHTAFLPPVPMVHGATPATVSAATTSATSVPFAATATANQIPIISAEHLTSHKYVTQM
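TR-FRET between His-tagged MBNL1 and biotin-(CUG)12 RNA, detected with Tb anti-His antibody (0.055 ng/ul) and streptavidin-XL665 (5 nM), 60 min at room temperature. Compounds titrated 92 nM to 58 uM; 665/545 nm ratio normalized to buffer and complex controls.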
VP16 counter: Gal4-VP16 reporter inhibition counter-screen; hit rate 3.5% among 310,000; Drosophila S2 Gal4-VP16 UAS-luciferase, luminescence, 20 h; Potency, µM (series often up to 53.6 µM), for the others: at the highest dose activity, negative = inhibition, usual class: inhibitors; AID 2546;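 also: Gal4-VP16 expression switched on by copper sulfate through the metallothionein promoter; potency is read from the fitted curve at half-maximal effect; % is scaled to controls: 0 for no effect and ±100 for the full control effect; nearly all actives have a fitted effect of over 50% in size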
ELG1 DNA repair: blocks ELG1-dependent DNA repair in HEK293T cells | HEK293T ELG1-luciferase reporter, luminescence, 16 h; DNA damage induced by 5-fluorouridine | Potency, µM (highest dose often 46.1 µM), without a hit: top-dose activity change, negative = inhibition, actives largely listed as inhibitors | hit rate 2.3% among 330,000 | AID 504467; also: potency is read from the fitted curve at half-maximal effect; % is scaled to controls: 0 for no effect and ±100 for the full control effect; nearly all actives have a fitted effect of over 55% in size
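Reporter activity after DNA damage by 5-fluorouridine is monitored. Compound-treated cells incubate 16 hr at 37 °C, then ONE-Glo is added for 30 min before luminescence reading.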
KCNH2 3.1 block: inhibitors of human KCNH2 3.1 potassium channel isoform. activity change, % (tested at about 1.8 µM). AID 720553. hit rate 0.95% among 340,000. U2OS KCNH2 3.1, thallium flux FluxOr; active compounds read low;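 active = maximum activity change below -70%; inconclusive = maximum activity change from -70% to -50%; inactive = maximum activity change above -50%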;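 also: thallium influx rate constant from kinetic fluorescence after stimulation buffer; % is scaled to controls: 0 for no effect and ±100 for the full control effect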
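U2OS cells transduced with KCNH2 3.1 mutant virus (1.77 x 10^8 /mL, 4 h), plated overnight at 37 C, loaded 45 min with FluxOr dye plus Red40 quencher. Thallium flux rate constant from kinetic reads after stimulation buffer, normalised to controls.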
Rab9 prom act: Rab9 promoter activation | Huh7 Rab9 promoter-luciferase reporter, luminescence, 24 h | Potency, µM (highest dose often 9.22 µM), for inactives: top-dose activation, negative = inhibition, hits mostly activators | hit rate 2.8% among 320,000 | AID 485297; also: potency is read from the fitted curve at half-maximal effect; % of control where 0% means no effect; nearly all actives have a fitted effect of over 60% in size
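Huh7 reporter line, Rab9 promoter upstream of luciferase. Compound exposure 24 h at 37 °C in reduced-serum medium with 10% FBS. Read-out: luminescence.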
Mito fusion act: mitochondrial division inhibition or fusion activation; S. cerevisiae fusion-defective mutant growth rescue, CellTiterGlo 48 h; Potency, µM (titrated, usually from 46.1 µM), inactives show at the highest dose growth rescue (activation), most hits filed as activators; hit rate 0.23% among 320,000;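 also: potency is read from the fitted curve at half-maximal effect; % of control where 0% means no effect; nearly all actives have a fitted effect of over 45% in size; temperature-sensitive fusion mutants such as fzo1-1 at 37 °C on non-fermentable ethanol glycerol medium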
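Temperature-sensitive fusion-defective S. cerevisiae (e.g. fzo1-1, mgm1-5) were grown with compound in YPEG medium (3% ethanol, 3% glycerol) for 48 hours at 37C. Growth rescue was measured as viability by CellTiterGlo luminescence after 10 minutes at ambient.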
PKM2 act: increases activity of human pyruvate kinase M2; hit rate 0.34% among 260,000; purified PKM2, Kinase-Glo ATP luminescence, activation; response scale: 0% is enzyme alone, no compound; Potency, µM (series often up to 57.5 µM), inactives show at the top dose activation, hits mostly activators; P14618; also: potency is read from the fitted curve at half-maximal effect; % is scaled to controls: 0 for no effect and ±100 for the full control effect; nearly all actives have a fitted effect of over 55% in size
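Purified hPK-M2 (>95% pure) converted ADP (0.1 mM final) to ATP with 0.5 mM PEP in 50 mM imidazole pH7.2, KCl, MgCl2, Tween 20, BSA; 1 h at room temperature. ATP detected by Kinase-Glo luminescence.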
FLuc modulator: counter-screen for miR-21 project: firefly luciferase inhibitors or activators | P08659 | purified FLuc, Km substrates, luminescence inhibition | Potency, µM (doses to about 57.5 µM), for inactives: top-dose activity change, negative = inhibition, actives largely listed as inhibitors | hit rate 6.9% among 360,000;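 also: potency is read from the fitted curve at half-maximal effect; plate controls were vehicle for no effect and reference inhibitor for full effect; nearly all actives have a fitted effect of over 55% in size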
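Biochemical qHTS of compounds, final roughly 60 µM downward over six points, against 10 nM purified firefly luciferase using Km concentrations of substrates (10 uM D-luciferin, 10 uM ATP) in Tris acetate pH 7.5 buffer; luminescence output.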
RORg inh: inhibitors of mouse ROR gamma transcriptional activity; Drosophila S2 Gal4-RORgamma UAS-luciferase reporter, 20 h; Potency, µM (titrated, usually from 53.6 µM), for inactives: at the highest dose activity change, negative = inhibition, most hits filed as inhibitors; hit rate 5.4% among 310,000; also: potency is read from the fitted curve at half-maximal effect; % is scaled to controls: 0 for no effect and ±100 for the full control effect; nearly all actives have a fitted effect of over 60% in size
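Luciferase reporter read in Schneider cells carrying Gal4-RORγ (mouse) and UAS-Photinus luciferase; cells given compound 1 h before 700 uM copper sulfate induction, then incubated 20 h at ambient temperature.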
NPC1 prom act: NPC1 promoter activation. Huh7 NPC1 promoter luciferase reporter, 24 h. Potency, µM (series often up to 9.22 µM), without a hit: top-dose activation, most hits filed as activators. AID 485313. hit rate 2.4% among 320,000;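 also: potency is read from the fitted curve at half-maximal effect; % of control where 0% means no effect; nearly all actives have a fitted effect of over 60% in size; reporter is driven by a mutant NPC1 promoter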
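Luminescence read-out of NPC1 promoter-driven luciferase in stably transfected Huh7 cells; compounds delivered in DMSO and left 24 h at 37C, 5% CO2, qHTS titration format.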
* = called active by the depositor. Unless noted, calls follow the shape of the dose curve; as a rule, active = well fitted curve in the direction sought with a large enough effect; inconclusive = small, poorly fitted or top-dose-only effect, or another doubt; inactive = no such curve, though single readings can be large; an effect the other way counts as inactive or inconclusive. Not all compounds are listed, so the mix of outcomes need not match the whole.

N#Cc1ccccc1NC(=O)Nc1cccs1 was read as Menin MLL FP TR -9%, MBNL1-CUG inh 16%, VP16 counter -3%, ELG1 DNA repair 12%, KCNH2 3.1 block -40, Rab9 prom act 1%, Mito fusion act -3%, PKM2 act -6%, FLuc modulator -1%, RORg inh -7% and NPC1 prom act 0%.
Cc1ccc(-c2csc3nc(C)n(-n4c(C)ccc4C)c(=O)c23)o1 was read as Menin MLL FP TR -17%, MBNL1-CUG inh 3%, VP16 counter inconclusive, ELG1 DNA repair 13%, KCNH2 3.1 block -2, Rab9 prom act 1%, Mito fusion act -15%, PKM2 act 14µM*, FLuc modulator inconclusive, RORg inh 22% and NPC1 prom act -2%.
O=C(CCN1C(=O)C2C3CCC(C3)C2C1=O)Nc1cccc(Cl)c1 (stereo unspecified) was read as Menin MLL FP TR 16%, MBNL1-CUG inh -2%, VP16 counter -10%, ELG1 DNA repair 5%, KCNH2 3.1 block 8, Rab9 prom act 7%, Mito fusion act -3%, PKM2 act -6%, FLuc modulator 4%, RORg inh -26% and NPC1 prom act -2%.
For O=C(Cc1ccc(F)cc1)c1ccc(O)cc1O the results were Menin MLL FP TR 5%, MBNL1-CUG inh 1%, VP16 counter 4%, ELG1 DNA repair inconclusive, KCNH2 3.1 block 11, Rab9 prom act 22%, Mito fusion act 10%, PKM2 act -3%, FLuc modulator inconclusive, RORg inh inconclusive and NPC1 prom act 12%.
CN(C)C(/C=C/Nc1ccc(O)cc1)=C(C#N)C#N was read as Menin MLL FP TR 4%, MBNL1-CUG inh 3%, VP16 counter -2%, ELG1 DNA repair -13%, KCNH2 3.1 block 9, Rab9 prom act 0%, Mito fusion act 0%, PKM2 act 5%, FLuc modulator -1%, RORg inh 14% and NPC1 prom act 0%.
For CCn1c2ccc(/C(C)=N\O)cc2c2cc(/C(C)=N\O)ccc21 the results were Menin MLL FP TR 14%, MBNL1-CUG inh -14%, VP16 counter -8%, KCNH2 3.1 block -3, Rab9 prom act -6%, Mito fusion act 0%, PKM2 act 3%, FLuc modulator 4%, RORg inh -27% and NPC1 prom act -2%.
Screening CCOCc1cnc(C)nc1NCC(=O)c1c(C)n(C)c2ccc(OC)cc12 returned Menin MLL FP TR -4%, MBNL1-CUG inh 5%, VP16 counter -15%, ELG1 DNA repair 22%, Rab9 prom act -1%, Mito fusion act 0%, PKM2 act 4%, FLuc modulator 0%, RORg inh -9% and NPC1 prom act -1%.
For CN1CCN(c2oc(Cc3cccc4ccccc34)nc2C#N)CC1 the results were MBNL1-CUG inh 6%, VP16 counter 2%, ELG1 DNA repair 6%, KCNH2 3.1 block -1, Rab9 prom act -1%, Mito fusion act -2%, PKM2 act 15%, FLuc modulator -5%, RORg inh 3% and NPC1 prom act -3%.
For COc1ccc(NS(=O)(=O)c2ccc(C)c(C(=O)NCC(c3ccco3)N(C)C)c2)cc1 (stereo unspecified) the results were ELG1 DNA repair -21%, KCNH2 3.1 block 0, Rab9 prom act -7%, Mito fusion act -1%, FLuc modulator 2% and NPC1 prom act 0%.
Screening COC(=O)/C(=C1/Oc2ccc(C)cc2S1)C(F)(F)F returned Menin MLL FP TR 2%, MBNL1-CUG inh -14%, VP16 counter inconclusive, ELG1 DNA repair inconclusive, KCNH2 3.1 block 5, Rab9 prom act 22%, Mito fusion act -3%, PKM2 act -3%, FLuc modulator inconclusive, RORg inh 23% and NPC1 prom act 12%.
Screening CC(C)c1cc(NCCOCCO)n2c(nc3ccccc32)c1C#N returned Menin MLL FP TR -23%, MBNL1-CUG inh 7%, VP16 counter -4%, ELG1 DNA repair inconclusive, KCNH2 3.1 block 8, Rab9 prom act 3%, Mito fusion act 13%, FLuc modulator -20%, RORg inh -9% and NPC1 prom act -1%.
For CC(=O)c1cccc(NCC(=O)N2CCN(S(=O)(=O)c3ccccc3)CC2)c1 the results were ELG1 DNA repair 9%, KCNH2 3.1 block -1, Rab9 prom act -4%, Mito fusion act 2%, FLuc modulator 3% and NPC1 prom act -3%.
CCC1CCCCN1CCCNC(=O)c1ccc(CS(=O)(=O)Cc2ccc(Cl)cc2)o1 (stereo unspecified) was read as MBNL1-CUG inh -2%, VP16 counter -4%, ELG1 DNA repair -6%, KCNH2 3.1 block -1, Rab9 prom act 0%, Mito fusion act 0%, FLuc modulator 5%, RORg inh -4% and NPC1 prom act -1%.
Screening CCN(CC(=O)NC(C)(C)C)C(=O)C(c1ccccc1)c1ccccc1 returned Menin MLL FP TR 0%, MBNL1-CUG inh -1%, VP16 counter -5%, ELG1 DNA repair 3%, KCNH2 3.1 block 3, Rab9 prom act -7%, Mito fusion act 4%, PKM2 act -2%, FLuc modulator -2%, RORg inh 17% and NPC1 prom act -7%.
`CC(C)C(CCNC(=O)CN1C(=O)c2ccccc2C1=O)c1ccco1` (stereo unspecified) gave Menin MLL FP TR -5%, MBNL1-CUG inh 16%, VP16 counter 5%, KCNH2 3.1 block -9, Mito fusion act 0%, PKM2 act 7%, FLuc modulator -2% and RORg inh 30%.
`Cc1ccc(C)c(OCc2cc(C(=O)N3CCC(N4CCCC(O)C4)CC3)no2)c1` (stereo unspecified) gave Menin MLL FP TR -1%, MBNL1-CUG inh -1%, VP16 counter 5%, ELG1 DNA repair 16%, KCNH2 3.1 block 0, Rab9 prom act 4%, Mito fusion act -3%, FLuc modulator -1%, RORg inh 4% and NPC1 prom act -1%.
CSc1ccccc1OCc1cc(C(=O)N2CCSCC2)no1 was read as MBNL1-CUG inh 4%, VP16 counter -8%, ELG1 DNA repair inconclusive, KCNH2 3.1 block -1, Rab9 prom act 1.4µM*, Mito fusion act -1%, PKM2 act 2%, FLuc modulator inconclusive, RORg inh -3% and NPC1 prom act 2.2µM*.
For COc1cc(OC)cc(C(=O)N[C@H](C(=O)OCC(=O)Nc2sccc2C#N)C(C)C)c1 the results were Menin MLL FP TR 14%, MBNL1-CUG inh 0%, VP16 counter -14%, ELG1 DNA repair -5%, KCNH2 3.1 block -2, Rab9 prom act 1%, Mito fusion act 2%, PKM2 act 0%, FLuc modulator -7%, RORg inh 3% and NPC1 prom act -6%.
`CCSc1nc2n(n1)C(c1cccc(F)c1)C1=C(CCCC1=O)N2` (stereo unspecified) gave Menin MLL FP TR 8%, MBNL1-CUG inh 1%, VP16 counter 1%, ELG1 DNA repair -3%, KCNH2 3.1 block -5, Rab9 prom act -2%, Mito fusion act 1%, PKM2 act -1%, FLuc modulator -2%, RORg inh 8% and NPC1 prom act 0%.
Cn1c(CNc2ccc(O)cc2)nc2ccccc21 was read as Menin MLL FP TR -13%, MBNL1-CUG inh 3%, VP16 counter inconclusive, ELG1 DNA repair inconclusive, KCNH2 3.1 block 15, Rab9 prom act inconclusive, Mito fusion act -14%, FLuc modulator 13µM*, RORg inh inconclusive and NPC1 prom act inconclusive.
`COc1cscc1C(=O)O` gave MBNL1-CUG inh -2%, VP16 counter -11%, ELG1 DNA repair 22%, KCNH2 3.1 block 19, Rab9 prom act -1%, Mito fusion act -2%, PKM2 act -1%, FLuc modulator 8%, RORg inh -11% and NPC1 prom act -6%.
C=CCn1c(SCC(=O)Nc2ccc(C(=O)O)cc2)nc2sc(C)c(C)c2c1=O was read as ELG1 DNA repair 10%, KCNH2 3.1 block 8, Rab9 prom act -5%, Mito fusion act 2%, FLuc modulator 0% and NPC1 prom act -3%.
CC(NC(=O)c1ccco1)C(=O)N1CCN(c2ccccc2)CC1 (stereo unspecified) was read as MBNL1-CUG inh -4%, VP16 counter -1%, ELG1 DNA repair -4%, KCNH2 3.1 block -3, Rab9 prom act 3%, Mito fusion act 1%, PKM2 act 7%, FLuc modulator 0%, RORg inh -17% and NPC1 prom act 1%.
CCn1c(SCC(=O)NCCc2ccccc2)nnc1C(C)C was read as Menin MLL FP TR -10%, MBNL1-CUG inh -1%, VP16 counter 2%, ELG1 DNA repair 4%, KCNH2 3.1 block 27, Rab9 prom act -3%, Mito fusion act 0%, PKM2 act -6%, FLuc modulator -1%, RORg inh -16% and NPC1 prom act -3%.
